Bioassay records deposited in PubChem by National Center for Advancing Translational Sciences (NCATS).
Nrf2 block = Nrf2 pathway inhibition; Potency, µM (series often up to 46 µM), without a hit: at the highest dose activity change, negative = inhibition, most hits filed as inhibitors; A549 ARE-Fluc reporter, luciferase luminescence, 18-24 h; AID 504444; hit rate 2.1% among 360,000; note: potency is the fitted concentration of half-maximal effect; % is set by controls: 0 for no effect and ±100 for the full control effect; nearly all actives have a fitted effect of over 60% in size
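A549 ARE_Fluc cells, 5000/well, 5% FBS OPTI-MEM; compounds in dose-response, 18-24 h at 37 °C/5% CO2; CellTiter-Fluor viability read (Ex 405/Em 525), then BugLite luciferase luminescence = Nrf2 activity.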
CCT modulator = cytosolic chaperonin activity modulation; purified chaperonin ATPase assay, HTRF ADP detection, 30 min; hit rate 0.3% among 360,000; activity change, % (no concentration beside the values), hits read low; in the data active = activity change below about -30%; note: % is set by controls: 0 for no effect and ±100 for the full control effect
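First, chaperonin was dispensed at 40 nM or 20 nM final depending on batch activity. Next, compounds were pinned at 76 uM and ATP added at 10 uM. After 30 min at 37 °C, ADP detection reagents ran 30 min at ambient temperature.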
pAkt inh = blocks phosphorylation of Akt. Neuro2A IGF-stimulated pAkt S473 HTRF, 20 min; active compounds read low. activity change, % for hits at 50 µM. hit rate 0.32% among 360,000. AID 651550; in the data active = activity change below about -80%; inconclusive = mostly about -51% to -80%; note: % is set by controls: 0 for no effect and ±100 for the full control effect
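Neuro2A cells in DMEM with 0.5% FBS, overnight at 37 deg C, given compound at single 50 µM final, then IGF (6 nM final) for 20 min at 37 deg C. Lysed; phospho-Akt Ser473 by HTRF after 24 h, 665/615 ratio.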
EPAC2 agonist = agonists of human EPAC2 (RAPGEF4). Q8WZA2. EPAC2 activation, biochemical qHTS; response scale: 100% = 6.5 mM cAMP response. Potency, µM (top dose mostly 154 µM), without a hit: at the highest dose activation, actives largely listed as activators. hit rate 0.079% among 360,000; note: potency is the fitted concentration of half-maximal effect; nearly all actives have a fitted effect of over 50% in size
Target sequence (Q8WZA2 whole entry, looked up): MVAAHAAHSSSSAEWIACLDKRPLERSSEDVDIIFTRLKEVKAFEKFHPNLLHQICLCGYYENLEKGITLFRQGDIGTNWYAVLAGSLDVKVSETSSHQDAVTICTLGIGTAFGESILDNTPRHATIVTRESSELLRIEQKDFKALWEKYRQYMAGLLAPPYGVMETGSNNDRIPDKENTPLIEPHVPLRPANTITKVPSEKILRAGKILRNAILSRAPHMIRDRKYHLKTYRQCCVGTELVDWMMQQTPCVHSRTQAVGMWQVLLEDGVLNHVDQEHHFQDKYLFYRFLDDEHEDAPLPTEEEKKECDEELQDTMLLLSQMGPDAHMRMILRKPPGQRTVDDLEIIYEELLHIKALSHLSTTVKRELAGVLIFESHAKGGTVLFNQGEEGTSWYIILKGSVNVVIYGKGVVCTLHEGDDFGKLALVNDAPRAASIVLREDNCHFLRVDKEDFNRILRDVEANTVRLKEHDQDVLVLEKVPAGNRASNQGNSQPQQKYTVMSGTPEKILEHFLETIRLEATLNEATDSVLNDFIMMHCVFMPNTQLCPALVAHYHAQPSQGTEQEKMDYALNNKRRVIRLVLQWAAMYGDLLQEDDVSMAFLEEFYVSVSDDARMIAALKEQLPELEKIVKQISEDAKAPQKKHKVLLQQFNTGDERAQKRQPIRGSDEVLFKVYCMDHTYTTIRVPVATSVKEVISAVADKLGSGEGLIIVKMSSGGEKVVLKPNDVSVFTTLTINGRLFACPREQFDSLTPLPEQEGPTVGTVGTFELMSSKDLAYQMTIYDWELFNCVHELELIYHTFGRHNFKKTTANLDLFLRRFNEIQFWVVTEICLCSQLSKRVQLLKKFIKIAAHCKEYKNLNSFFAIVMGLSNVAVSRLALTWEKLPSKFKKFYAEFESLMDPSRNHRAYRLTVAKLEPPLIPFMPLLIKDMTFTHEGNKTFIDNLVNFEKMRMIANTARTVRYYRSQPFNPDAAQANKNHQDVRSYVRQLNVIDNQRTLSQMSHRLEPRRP
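Exchange assay: 100 nM EPAC2 with 250 nM Rap1B-BODIPY-GDP and 50 uM GDP. Fluorescence (ex 480/em 540 nm) read every 5 min for 30 min at room temperature. Data normalized to 6.5 mM cAMP as agonist control.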
A549 viability = kills or reduces viability of A549 cells in Nrf2 counter-screen | A549 ARE-Fluc cells, CellTiter-Fluor viability, 18-24 h | Potency, µM (doses to about 46 µM), for inactives: top-dose activity change, negative = cytotoxicity, actives largely listed as inhibitors | hit rate 0.16% among 390,000 | AID 504648; note: potency is the fitted concentration of half-maximal effect; % is set by controls: 0 for no effect and ±100 for the full control effect
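Cytotoxicity counterscreen: CellTiter-Fluor fluorescence was measured in A549 ARE_Fluc cells after 18-24 h of compound exposure in a concentration series. The subsequent BugLite luminescent read reports ARE-luciferase activity.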
TGFb SMAD3 inh = inhibitors of TGF-b signaling; HepG2 CAGA-GFP TGF-b/SMAD3 reporter, GFP fluorescence, 18 h; TGF-beta stimulated, 500 pg/mL final; Potency, µM (top dose mostly 46.1 µM), for the others: top-dose activity, negative = inhibition, actives largely listed as inhibitors; hit rate 1.2% among 410,000; note: potency is the fitted concentration of half-maximal effect; % is set by controls: 0 for no effect and ±100 for the full control effect; nearly all actives have a fitted effect of over 65% in size
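Using HEPG2 CAGA-GFP reporter cells at 1000 cells/well, we pinned test compounds, stimulated with recombinant TGF-beta (500 pg/mL final) and measured total well GFP after 18 h.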
EPAC2 antagonist = blocks human EPAC2 exchange factor; Q8WZA2; EPAC2 GEF exchange of Rap1B-BODIPY-GDP, fluorescence; Potency, µM (top dose mostly 114 µM), for the others: top-dose activity, negative = inhibition, most hits filed as inhibitors; hit rate 0.18% among 360,000; note: potency is the fitted concentration of half-maximal effect; % is set by controls: 0 for no effect and ±100 for the full control effect; nearly all actives have a fitted effect of over 45% in size; many of its hits are not listed in these tables
Nrf2 ARE act = Nrf2 pathway activation; hit rate 0.31% among 410,000; Potency, µM (series often up to 46.1 µM), for the others: at the highest dose activation, most hits filed as activators; AREc32 ARE-luciferase reporter (MCF7-derived line), luminescence, 24 h; note: potency is the fitted concentration of half-maximal effect; % of control where 0% means no effect; nearly all actives have a fitted effect of over 65% in size
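Nrf2 activation is followed as ARE-luciferase induction in the AREc32 line after one day of compound treatment; luminescence is read with Steady-Glo.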
Mm-Cpn inhibitor = M. maripaludis TRiC chaperonin inhibition; AID 504842; purified Mm-Cpn ATPase, ADP Transcreener TR-FRET; hit rate 0.031% among 330,000; Potency, µM (titrated, usually from 76.9 µM), for the others: at the top dose activity, negative = inhibition, hits mostly inhibitors; note: potency is the fitted concentration of half-maximal effect; % is set by controls: 0 for no effect and ±100 for the full control effect; nearly all actives have a fitted effect of over 80% in size
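TR-FRET (320 nm excitation; 590 and 665 nm emission) reports ADP made from 10 uM ATP by 25 nM enzyme; compounds were preincubated 10 min, reaction run 30 min, both at 37°C.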
The depositor's hits bear a star; i = inactive; ? = inconclusive; · = no result given; [ ] = dose if it differs, or a comment. Unless noted, calls come from the whole dose curve; as a rule, active = well fitted curve in the direction sought with a large enough effect; inconclusive = small, poorly fitted or top-dose-only effect, or another doubt; inactive = no such curve, though single readings can be large; an effect the other way counts as inactive or inconclusive.

SMILES	Nrf2 block	CCT modulator	pAkt inh	EPAC2 agonist	A549 viability	TGFb SMAD3 inh	EPAC2 antagonist	Nrf2 ARE act	Mm-Cpn inhibitor
Cc1cc(Cl)c(OCCCN(C)C)c(Br)c1	-7%	2.3	i	-4%	-1%	?	2%	-1.1%	1%
COc1ccc([N+](=O)[O-])cc1N(CC(=O)N1CCOCC1)S(C)(=O)=O	3%	-3.3	i	-2%	8%	12%	7%	0.3%	0%
O=C(O)COc1ccccc1C(Nc1ccccn1)c1cc(Cl)c2cccnc2c1O (centres undefined)	10%	-3.9	i	-2%	-13%	-30%	0%	13%	-25%
COc1ccccc1-c1nnc(SCC(=O)N2CCCCC2)o1	17%	1.6	i	1%	-9%	?	-4%	-0.1%	i
COc1cc(/C=N/N2CCN(Cc3ccc(C)cc3)CC2)cc(OC)c1O	0%	0.0	i	5%	-3%	-20%	-9%	-0.3%	0%
O=C(COC(=O)C1CC(=O)N(Cc2ccccc2)C1)Nc1ccc2c(c1)OCO2 (centres undefined)	6%	0.5	i	0%	-2%	0%	-1%	2.5%	0%
O=C(CC(Nc1ccccc1)c1ccc(F)cc1)c1ccccc1 (centres undefined)	21%	-1.5	i	2%	-3%	?	1%	?	3%
COc1ccc(/C=N/Nc2nc3ccccc3c(=O)n2-c2ccccc2)cc1OC	?	-6.8	i	-5%	2%	-20%	-1%	4.9%	1%
COc1ccccc1NC(=O)CS(=O)(=O)c1cn(CC(=O)N2CCCC2)c2ccccc12	2%	0.4	i	8%	-6%	6%	17%	-0.5%	2%
CCc1c(C)sc(NC(=O)/C=C/c2ccc3c(c2)OCO3)c1C(=O)OC	-16%	-1.3	i	1%	-3%	6%	-1%	-0.3%[9.22 µM]	-12%
O=C(O)CNC(=O)c1ccc(NS(=O)(=O)c2ccc3ccccc3c2)cc1	-11%	0.5	i	-5%	14%	-5%	-19%	0.4%	-1%
CNc1nc(C)c(C(C)=O)cc1C#N	4%	-2.9	i	4%	-2%	0%	4%	0.2%	0%
Cc1cc(F)ccc1NC(=O)CCS(=O)(=O)c1cccc2nsnc12	-9%[9.27 µM]	·	·	·	-1%	-15%	·	0.4%	·
O=S(=O)(NCC(Nc1ccc(Cl)cc1)c1ccccc1)c1ccc(Cl)cc1 (centres undefined)	21µM*	-1.5	i	8%	?	13µM*	-23%	0.3%	-1%
CCCCN(C=O)c1c(CC)nc2c(OCC3CCCCC3)cccn12	·	0.3	i	13%	·	13µM*	4%	-0.9%	·
CNS(=O)(=O)c1cccc(C(=O)OCC(=O)c2c(N)n(Cc3ccccc3)c(=O)n(C)c2=O)c1	-19%	-1.6	i	15%	5%	-26%	-8%	-0.5%	·
C[C@@H]1CN([C@H](C)CO)C(=O)c2c(c3ccccc3n2C)-c2ccccc2CO[C@H]1CN(C)Cc1cccc(C(=O)O)c1	·	1.6	i	-5%	·	-1%	-13%	-0.2%	·
O=C(COC(=O)/C=C/c1ccc(F)cc1)NCc1ccc2c(c1)OCO2	4%	-0.6	i	-1%	-3%	-24%	16%	-1.1%	0%
Cc1cc(=O)[nH]c(SCC(=O)OCc2ccccc2)c1C#N	1%	-2.8	i	5%	2%	0%	-2%	3.2%	1%
CCCCOc1ccc(/C=N/NC(=S)Nc2cccc(C)c2C)cc1	-9%	-3.3	i	-3%	0%	3%	-1%	-0.1%	1%
Cc1ccccc1S(=O)(=O)N(C)C[C@H]1OCc2cn(nn2)CCCC(=O)N([C@H](C)CO)C[C@@H]1C	·	-0.8	i	3%	·	-4%	6%	0.0%	·
COc1ccccc1-c1cc(C(F)(F)F)nc(NCc2cccs2)n1	1%	-2.9	i	-6%	16%	?	-3%	0.4%	0%
CCCCN1C(=O)C(CC(=O)NCCN2CCOCC2)CC(C(=O)N(CC)CC)=C1C (centres undefined)	·	-2.1	i	15%	·	13%	7%	-0.3%	·
O=C(Nc1ccc(Cl)c(Cl)c1)c1csc(-c2ccccc2)n1	9%	-0.9	i	-10%	0%	-5%	23%	5.7%	-4%
Cc1cccc(NS(=O)(=O)c2cccc(C(=O)N3CCN(S(=O)(=O)c4ccccc4)CC3)c2)c1	-25%	-2.7	i	5%	-14%	?	0%	2.6%	2%
O=C(c1cccc(C(F)(F)F)c1)N1CCC(O)(CS(=O)(=O)Cc2ccc(Cl)cc2)CC1	-16%	-2.1	i	0%	-2%	-1%	-3%	0.5%	0%
CCc1oc(C(=O)O)cc1COC	5%	-1.8	i	5%	-1%	1%	-3%	-0.5%	0%
Cc1cc(C)n(C(=O)c2ccc([N+](=O)[O-])cc2Cl)n1	-26%	0.6	i	3%	0%	0%	3%	1.0%	-1%
COC(=O)c1c(C)c[nH]c1C	-1%	-0.2	i	11%	0%	-4%	-6%	-0.7%	·
S=c1[nH]nc(-c2ccco2)n1/N=C/c1ccccc1	1%	-2.4	i	-3%	0%	3%	-1%	10µM*	-2%
COc1ccc(CCNC(=O)CSc2nnc(C(C)N(C)C)n2Cc2ccccc2)cc1OC (centres undefined)	-25%	3.4	i	11%	-3%	-6%	10%	0.3%	-2%
COc1ccc(C(N)=S)cc1	-9%	-1.3	i	-6%	-7%	0%	10%	0.0%	-1%
Cc1ccc(N/N=C/c2cccnc2)cc1	-23%	-5.9	i	-1%	-16%	2%	-5%	6.2%	-3%
OCc1ccccc1OCCCN1CCC(Cc2ccccc2)CC1	5%	-3.5	i	5%	-15%	14%	-4%	1.9%	1%
CCOC(=O)C1(Cc2ccccc2C)CCCN(C(=O)CCn2nccc2C)C1 (centres undefined)	-7%	-4.4	i	4%	-7%	-7%	3%	0.2%	0%
CCc1ccc(NC(=S)Nc2cc(OC)c(NC(=O)C(C)C)cc2OC)cc1	-6%	1.4	i	5%	0%	-1%	-1%	0.5%	-3%
CCOC(=O)Cn1nc(N2CCN(c3ccc(F)cc3)CC2)ccc1=O	0%	·	·	·	-2%	?	·	0.7%	·
CC(C)CN(C(=O)C1CCCC1)C1CCS(=O)(=O)C1 (centres undefined)	6%	-1.4	i	-7%	1%	3%	-4%	-0.3%	1%
CC1CN(C(=O)N2CCC(C(=O)NC3CCCCCC3)CC2)c2ccccc2O1 (centres undefined)	-22%	·	·	·	-12%	-15%	·	-0.4%	·
CCN(CC)S(=O)(=O)c1cc(NC(=O)C(=O)c2c(-c3ccccc3)cc3ccccn23)ccc1C	5.2µM*	-5.5	i	12%	·	-30%	-5%	2.2%	0%

As entered above.
For Nrf2 ARE act, CC1CN(C(=O)N2CCC(C(=O)NC3CCCCCC3)CC2)c2ccccc2O1 (centres undefined) has -0.4%
For EPAC2 antagonist, CCN(CC)S(=O)(=O)c1cc(NC(=O)C(=O)c2c(-c3ccccc3)cc3ccccn23)ccc1C has -5%
For Nrf2 ARE act, Cc1ccc(N/N=C/c2cccnc2)cc1 has 6.2%
For Nrf2 ARE act, CCOC(=O)Cn1nc(N2CCN(c3ccc(F)cc3)CC2)ccc1=O has 0.7%
For Nrf2 ARE act, Cc1ccccc1S(=O)(=O)N(C)C[C@H]1OCc2cn(nn2)CCCC(=O)N([C@H](C)CO)C[C@@H]1C has 0.0%

Other records:
SMILES	Nrf2 block	CCT modulator	pAkt inh	EPAC2 agonist	A549 viability	TGFb SMAD3 inh	EPAC2 antagonist	Nrf2 ARE act	Mm-Cpn inhibitor
COc1cccc(NC(=O)Cn2c(=O)n(CC3CCCO3)c(=O)c3ccccc32)c1 (centres undefined)	-32%	-0.9	i	-1%	-7%	-3%	3%	0.0%	0%
CCOc1cc(-c2nnc(NC(=O)c3ccco3)o2)cc(OCC)c1OCC	?	0.7	i	-22%	-12%	0%	17%	-0.2%	1%
CN(CC(=O)Nc1cccc(F)c1)CC(=O)Nc1cccc(S(=O)(=O)N2CCCCC2)c1	?	0.6	i	8%	-7%	8%	-14%	2.1%	0%
CC(=O)NS(=O)(=O)c1ccc(NC(=S)NC(=O)C2CCC2)cc1	-13%	-2.4	i	3%	1%	-5%	-5%	-3.2%	1%
CC(C)(C)c1ccc(/C=N/NC(=O)Cc2c[nH]c3ccccc23)cc1	26µM*	-2.6	i	18%	?	-18%	-22%	3.0%	0%
C=C(Cl)COc1ccc2c(C)cc(=O)oc2c1	11%	0.9	i	2%	5%	18%	3%	3.8%	-3%
COc1ccc(CCNC(=O)c2cc(=O)c3cc(C)c(C)cc3o2)cc1OC	?	·	·	·	-6%	?	·	-0.7%	·
CCc1ccc(-c2ccc(C(=O)C(F)(F)F)[nH]2)cc1	?	0.3	i	-7%	-23%	-28%	7%	2.5%	2%
CC1=C(C(=O)N(C)C)CC(CC(=O)NC2CC2)C(=O)N1Cc1ccccc1 (centres undefined)	·	-2.6	i	14%	·	13%	4%	-0.7%	·
CC(=O)N1N=C(c2cccc(NS(C)(=O)=O)c2)CC1c1cccs1 (centres undefined)	-14%	-1.3	i	2%	-2%	?	5%	3.5%	1%
COc1ccc(CCNC(=O)CCNS(=O)(=O)c2cccc(Cl)c2)cc1OC	-17%	1.3	i	9%	0%	-10%	5%	-0.5%	0%
Cc1cc(-c2ccn[nH]2)c(C)s1	1%	0.9	i	11%	10%	-1%	-5%	2.8%	0%
Cc1ccc(NC(=O)CSc2nc3ccc(NC(=O)c4cccc(Cl)c4)cc3s2)c(C)c1	-18%	·	·	·	-19%	18%	·	-0.7%	·
O=C(NN(c1ccccc1)c1ccccc1)c1ccc([N+](=O)[O-])o1	-10%	0.6	i	12%	-5%	?	-8%	?	-1%
Nc1n[nH]c(N)c1N=Nc1cccc(F)c1	2%	1.0	i	4%	-17%	-18%	0%	5.3%	2%

An excerpt from above with just Nrf2 ARE act.
| smiles | Nrf2 ARE act |
| --- | --- |
| COc1cccc(NC(=O)Cn2c(=O)n(CC3CCCO3)c(=O)c3ccccc32)c1 (centres undefined) | 0.0% |
| CN(CC(=O)Nc1cccc(F)c1)CC(=O)Nc1cccc(S(=O)(=O)N2CCCCC2)c1 | 2.1% |

This is a subset. The share of hits here may be higher or lower than overall.
